PERK inh – block of dimerizer-induced PERK translation repression, primary screen, PERK inhibitor project, CHO PERK-DD cells, SEAP luminescence, HTS; Eukaryotic translation initiation factor 2-alpha kinase 3 (Homo sapiens), Q9NZJ5; CHO PERK-DD fusion, SEAP luminescence translation reporter; inhibition, % at 5.6 µM; 220,000 compounds, 0.17% hits;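 active = inhibition above the mean inhibition of all tested compounds plus 3 SD, set separately per screening campaign, cut at about 2.9% in these data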;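 also: PERK kinase domain activated by AP20187 dimerizer at 100 nM; 0% = DMSO with dimerizer and 100% = rapamycin at 8.4 µM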
Target sequence (Q9NZJ5 whole entry, looked up, the tested form may be a part): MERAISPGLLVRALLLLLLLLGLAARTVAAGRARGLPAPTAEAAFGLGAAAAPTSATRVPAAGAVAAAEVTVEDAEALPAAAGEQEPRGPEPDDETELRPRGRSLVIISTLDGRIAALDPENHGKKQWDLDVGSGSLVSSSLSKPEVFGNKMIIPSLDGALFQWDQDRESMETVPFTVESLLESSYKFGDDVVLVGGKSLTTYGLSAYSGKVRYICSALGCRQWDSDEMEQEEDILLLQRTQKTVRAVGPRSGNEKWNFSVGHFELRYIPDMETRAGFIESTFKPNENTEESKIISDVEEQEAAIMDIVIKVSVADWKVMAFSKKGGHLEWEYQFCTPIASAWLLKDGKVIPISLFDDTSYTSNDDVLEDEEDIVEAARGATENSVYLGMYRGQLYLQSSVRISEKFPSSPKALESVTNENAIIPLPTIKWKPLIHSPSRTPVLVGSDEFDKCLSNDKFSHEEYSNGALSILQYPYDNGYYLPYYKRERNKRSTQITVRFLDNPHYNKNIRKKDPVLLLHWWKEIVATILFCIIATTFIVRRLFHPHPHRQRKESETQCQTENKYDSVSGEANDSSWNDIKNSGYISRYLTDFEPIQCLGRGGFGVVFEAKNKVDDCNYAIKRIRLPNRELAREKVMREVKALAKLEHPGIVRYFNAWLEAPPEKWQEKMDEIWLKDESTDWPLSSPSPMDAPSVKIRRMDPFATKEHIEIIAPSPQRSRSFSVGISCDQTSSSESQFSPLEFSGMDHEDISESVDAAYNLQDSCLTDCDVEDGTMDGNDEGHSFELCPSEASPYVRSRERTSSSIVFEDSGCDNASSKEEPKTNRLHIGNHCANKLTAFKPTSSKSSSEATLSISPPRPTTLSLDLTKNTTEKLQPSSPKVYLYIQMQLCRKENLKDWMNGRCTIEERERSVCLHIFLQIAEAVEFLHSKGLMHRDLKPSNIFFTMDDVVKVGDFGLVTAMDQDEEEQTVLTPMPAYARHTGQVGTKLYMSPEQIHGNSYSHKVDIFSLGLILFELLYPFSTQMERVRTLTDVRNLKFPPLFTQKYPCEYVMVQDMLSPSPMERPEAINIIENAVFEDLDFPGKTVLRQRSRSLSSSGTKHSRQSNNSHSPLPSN
Rad51 HR inh – human RAD51 strand exchange inhibitors, primary screen, biochemical, fluorescence; 200,000 compounds, 0.085% hits; hRad51 DNA strand exchange, fluorescence dequenching; AID 1385, 2008; inhibition, % at 10 µM;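 active = inhibition above 40% at the single screening dose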;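 also: 0% = DMSO control wells and 100% = blanks with heterologous ssDNA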
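Assay system: Human Rad51 nucleoprotein filaments preassembled on unlabelled ssDNA | Reagent: Donor/quencher-labelled 47-bp dsDNA substrate | Doses: One concentration, 10 µM final | Times: 37 °C 15-min filament assembly, 30-min compound preincubation, 15-min exchange | Technique: Fluorescein emission 520 nm, excitation 485 nm | Benchmarks: Plate control and blank wells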
MDM2 E3 inh – MDM2-luciferase reporter signal enhancers, primary screen, MDM2 E3 ligase inhibitor project, cell-based, luminescence, 1536-well; E3 ubiquitin-protein ligase Mdm2 (Homo sapiens), Q00987; cell-based MDM2 ubiquitination luciferase reporter, 2 h; 0 = plate control, 100 = twice control, blank-subtracted; signal enhancement, % at 5 µM; 210,000 compounds, 0.11% hits; AID 1230, 2008;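 active = signal enhancement of 30% or more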;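 also: luminescence tracks abundance of the self-degrading MDM2-luciferase fusion protein; higher signal means inhibition of MDM2 E3 ligase activity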
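Material: stable MDM2–luciferase fusion reporter cells / Quantity: 2000 cells/well / Dosing: single 5 µM compound dose, 0.2% final DMSO / Buffer or medium: DMEM / Schedule: 4 h cell settling then 2 h compound exposure, 37 °C / Detection: luminescence with SteadyLite reagent, 15 min at room temperature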
Calpain2 inh – inhibitors of pig calpain II, primary screen, biochemical, fluorogenic peptide substrate, 1536-well; purified calpain II, 30 min; inhibition, % at 16 µM; 220,000 compounds, 0.37% hits;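 active = inhibition above about 50%, limit read from the data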
eIF4E 4G PPI – eIF4E–eIF4G protein interaction inhibitors, primary screen, biochemical, uHTS, TR-FRET, eIF4GI fragment | TR-FRET eIF4E-eIF4GI(517-606) binding, 2 h | 220,000 compounds, 0.37% hits | inhibition, % at 21.7 µM | Eukaryotic translation initiation factor 4E (Mus musculus) + Eukaryotic translation …;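 active = inhibition above about 30%, limit read from the data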;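 also: 0% = full FRET control wells and 100% = background wells lacking eIF4GI fragment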
EBV gp42 block – Epstein-Barr virus gp42 inhibitors, primary screen, biochemical, uHTS, fluorescence polarization. Fluorescence polarization binding assay, mP read-out. inhibition, % (tested at 21.74 µM). 220,000 compounds, 0.42% hits. AID 1085, 2008; in the data active = inhibition above about 50%
L929 necroptosis – inhibitors of zVAD-triggered necroptosis, primary screen, L929 cells; L929 zVAD necroptosis rescue, ATP luminescence, 24 h; with zVAD 60 µM; viability rescue, % at 10 µM; 220,000 compounds, 0.38% hits; AID 1377, 2008;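 active = activation, scaled between plate controls, above about 75%, limit read from the data; inactive = activation under that limit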;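 also: 0% = zVAD with DMSO and 100% = DMSO alone without zVAD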
Cl transport mod – KCC2 cotransporter modulators, thallium flux, primary screen, cell-based, HEK293 KCC2, FluoZin-2 fluorescence, MLSMR | KCC2 cells, thallium flux FluoZin-2 fluorescence | B-score of Tl+ flux slope (higher = more flux/activation; lower = inhibition) at 10 µM | 190,000 compounds, 2.2% hits | AID 1456, 2008;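 active = thallium flux slope and its plate-corrected score both differing from the plate sample mean at a set confidence after two filtering rounds, in either direction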;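 also: slope of fluorescence scaled to starting intensity during 10 to 20 s after thallium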
TNF death inh – inhibitors of TNF-alpha triggered necroptosis, primary screen, cell-based, Jurkat FADD-/-, single concentration; Jurkat FADD-/- TNF necroptosis rescue, ATP luminescence, 24 h; 0 = TNF only, 100 = no-TNF cells; 220,000 compounds, 0.068% hits; activation (protection from cell death), % at 10 µM; AID 463075, 2010;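 active = activation, meaning protection from cell death, of at least 50% relative to plate controls; inactive = activation below 50%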;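 also: necroptosis triggered by 40 ng/mL TNF-alpha added together with compound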
Numbers without * were called inactive; i = inactive; x = not tested or not shown; [ ] = remark or other dose.

SMILES	PERK inh	Rad51 HR inh	MDM2 E3 inh	Calpain2 inh	eIF4E 4G PPI	EBV gp42 block	L929 necroptosis	Cl transport mod	TNF death inh
O=[N+]([O-])c1cnn2cc(Br)cnc12	0.7	3	-6	-11	-5	-3	3.2	0.28	4.1
C/C(=N\NC(=O)c1cc(C)nc2ccccc12)c1cccs1	0.6	-6	-8	-12	0	-4	0.5	1.9	-0.2
CN1CCN(NC(=O)CN(C)S(=O)(=O)c2cc(Cl)ccc2Cl)CC1	0.9	3	-9	18	0	-1	0.5	-0.37	-0.1
Cc1ccc(C(=O)Cn2c3[n+](c4ccccc42)CC(O)CS3)cc1 (stereo unspecified)	0.9	1	-3	-19	3	0	3.0	-0.14	-0.2
Nc1c(C(=O)N/N=C/c2cccnc2)oc2nc(-c3ccco3)cc(-c3ccco3)c12	0.8	-98	-10	-151	9	19	-0.5	0.42	-2.6
CC1(C)CC(=O)C(C(c2ccc(F)cc2)C2C(=O)CC(C)(C)CC2=O)C(=O)C1	0.7	2	-1	13	6	-2	0.8	0.94	1.4
CCCCNc1oc(-c2ccc(OC)cc2)nc1S(=O)(=O)c1ccccc1	-0.7	-2	-14	6	4	14	0.3	0.1	1.0
CSc1sc(-c2ccnc(SCC(=O)C(C)(C)C)n2)c2c1C(=O)CC(C)(C)C2	-1.5	7	-22	-53	-1	-32	1.1	-1.5	-0.9
O=C(C1CCN(C2CC(=O)N(c3cccc(Cl)c3)C2=O)CC1)N1CCCC1 (stereo unspecified)	1.4	3	-12	-3	8	-11	0.5	-0.59	-0.8
C/C(=N\NC(=O)c1cccc([N+](=O)[O-])c1)c1ccncc1	0.1	-8	4	13	1	-18	0.3	-0.35	-0.3

3 structures out of the list, ordered by molecular weight, high to low.
SMILES	PERK inh	Rad51 HR inh	MDM2 E3 inh	Calpain2 inh	eIF4E 4G PPI	EBV gp42 block	L929 necroptosis	Cl transport mod	TNF death inh
CSc1sc(-c2ccnc(SCC(=O)C(C)(C)C)n2)c2c1C(=O)CC(C)(C)C2	-1.5	7	-22	-53	-1	-32	1.1	-1.5	-0.9
Nc1c(C(=O)N/N=C/c2cccnc2)oc2nc(-c3ccco3)cc(-c3ccco3)c12	0.8	-98	-10	-151	9	19	-0.5	0.42	-2.6
O=[N+]([O-])c1cnn2cc(Br)cnc12	0.7	3	-6	-11	-5	-3	3.2	0.28	4.1

Remaining list, next part
SMILES	PERK inh	Rad51 HR inh	MDM2 E3 inh	Calpain2 inh	eIF4E 4G PPI	EBV gp42 block	L929 necroptosis	Cl transport mod	TNF death inh
COCCOC(=O)C1=C(C)OC(N)=C(C#N)C1c1cc2cccc(C)c2nc1Cl (stereo unspecified)	0.2	-25	7	-24	1	5	40	x	-1.3
CC(C)NC(=O)CC(=O)N/N=C/c1ccc(Br)cc1	1.4	10	-20	32	3	-21	0.0	1.5	-1.6
CC1C/C(=N\NC(=S)NC(C)C)CC(C)(C)C1 (stereo unspecified)	0.6	1	x	-27	0	-9	-0.8	x	-1.9
Nc1c2nc(-c3ccccc3Cl)[nH]c(=O)c2nc(=O)n1-c1ccccc1	0.5	-5	x	-105	-6	-3	1.2	0.22	-2.1
C1CCCCCC(=NNc2nn[nH]n2)CCCCC1	-0.3	5	-7	-17	1	-9	0.8	-0.13	1.1
Cc1nnc(SCc2ccccn2)n(N)c1=O	0.4	-26	-15	-14	-2	4	1.1	0.054	0.9
CCc1nnc(NC(=O)c2cccc(C(=O)Nc3nnc(CC)s3)n2)s1	-0.4	-9	2	9	3[fluorescence artefact?]	-12	1.7	0.037	-6.9
CC1(C)CCN(Cc2ccccc2)C1CC#N (stereo unspecified)	0.6	-3	-9	20	-3	-3	0.0	x	-0.9
O=C(O)CCC(C(=O)O)n1c(O)c(C2=c3ccccc3=NC2=O)sc1=S (stereo unspecified)	0.1	1	-16	-9	-8	-10	2.5	-0.26	4.0
CCC(=O)Oc1ccc(C/C(=N\O)c2ccc(O)cc2O)o1	1.3	-3	-13	0	-2[fluorescence artefact?]	-15	1.9	x	-1.5
COc1ccc(N=Cc2cc3c(cc2O)OC(N)=C(C#N)C3c2ccccc2)cc1 (stereo unspecified)	0.5	-128	-13	2	-9	-75	3.7	-0.8	0.1
Cc1ccc(-n2c(SCc3nnc4n3CCC4)nnc2-c2ccccc2)cc1	0.2	1	-25	4	-1	-1	-0.3	0.095	-2.9
Cc1c(Cl)cnc(NC(=O)CSc2nncs2)c1Cl	0.6	x	x	-1	-4	-3	0.5	1.3	4.0
O=C(NC1CCCC1)C1c2ccccc2C(=O)N1CCCN1CCOCC1 (stereo unspecified)	0.6	x	x	-11	4[fluorescence artefact?]	-4	x	-0.19	1.0
O=[N+]([O-])c1ccc(CN2C=NS(=O)(=O)c3ccccc32)cc1	0.6	2	-45	34	-3	-18	-0.8	-0.46	0.4
CC1(CO)COC(c2ccccc2)=N1 (stereo unspecified)	-0.1	23	-15	3	-2	22	-0.4	-0.28	0.2
COc1ccc2c(c1)[nH]c1c(=O)n(CC3CCCO3)cnc12 (stereo unspecified)	1.1	-3	-14	-21	-34	-20	0.3	x	1.6
N#Cc1cc(-c2ccccc2)nnc1Sc1ccc(Cl)cc1	0.1	2	-14	-25	0	-27	0.3	0.022	1.1
O=C(O)CCc1nc(-c2cccs2)no1	2.7	x	0	-44	-3[fluorescence artefact?]	-4	-0.2	-0.03	-2.7
Cc1c(C(=O)OCC(=O)NCc2ccc3c(c2)OCO3)cccc1[N+](=O)[O-]	0.7	10	5	-2	14[fluorescence artefact?]	-3	0.1	-0.029	1.4
Cc1ccc(Sc2ncnc3onc(C)c23)cc1	0.1	11	-6	-34	2	-13	-0.3	-1.1	-1.3
Cc1cc(NS(=O)(=O)c2ccc(NC(=S)NC(=O)c3ccc(F)cc3Cl)cc2)no1	0.3	-6	-4	-1	-5[fluorescence artefact?]	-7	0.8	-0.38	1.8
CC(C)(C)NC(=O)C(c1cccs1)N(C(=O)c1csnn1)c1ccccc1F (stereo unspecified)	-0.1	-163	-3	-13	0	3	1.9	x	-1.1
CC(=O)Oc1c(-c2ccco2)oc2ccccc2c1=O	1.2	-52	-8	-164	-1	9	0.5	40*	-1.7
O=C(O)CC1(CC(=O)Nc2cccc(C(F)(F)F)c2)CCCC1	1.0	-31	-74	2	1	-16	1.1	-1.5	0.4
COc1cc(-c2[nH]nc3c2C(c2ccco2)C(C#N)=C(N)O3)cc(OC)c1OC (stereo unspecified)	1.4	-35	10	6	14[fluorescence artefact?]	0	0.9	-0.022	1.3
O=C(O)CCC(=O)N1CCN(c2nc3ccccc3s2)CC1	0.6	-7	7	-29	1[fluorescence artefact?]	-8	-0.8	0.16	-1.5
CCCC(=O)N1CCCC(c2nc(-c3cccc(OC)c3)no2)C1 (stereo unspecified)	0.8	26	-30	-18	0	8	-0.1	-1.7	0.0
O=C(Cn1c(=O)n(CCCC(=O)NC2CCCC2)c(=O)c2ccccc21)NCCC1=CCCCC1	-0.1	-10	6	-9	3[fluorescence artefact?]	-6	2.0	0.022	-0.1
CCCN(CCC)C(=O)Cn1c(=O)n(CCCCC(=O)NCc2ccco2)c(=O)c2ccccc21	-0.2	1	-13	12	-9	-22	-0.6	0.51	-0.8

3 of the entries above in order of their number in eIF4E 4G PPI, lowest first:
SMILES	eIF4E 4G PPI
CC(C)(C)NC(=O)C(c1cccs1)N(C(=O)c1csnn1)c1ccccc1F (stereo unspecified)	0
O=C(O)CC1(CC(=O)Nc2cccc(C(F)(F)F)c2)CCCC1	1
Cc1ccc(Sc2ncnc3onc(C)c23)cc1	2

The listing continues.
SMILES	PERK inh	Rad51 HR inh	MDM2 E3 inh	Calpain2 inh	eIF4E 4G PPI	EBV gp42 block	L929 necroptosis	Cl transport mod	TNF death inh
Cc1noc(C)c1COC(=O)CCC(=O)c1ccc(F)cc1	0.9	6	-9	11	-2	-8	-0.2	-0.48	-1.1
CCCCNC(=O)c1cc2cccc([N+](=O)[O-])c2[nH]1	-0.7	-16	-19	5	-7	-12	0.6	-0.56	-2.1
CCCCC1(C)OC(=O)C(=Cc2ccc(N(CC)CC)cc2)C(=O)O1 (stereo unspecified)	-1.6	-41	-6	-2	-11	75*	1.0	-0.62	-4.3
O=C(Nc1ccc2nn(-c3ccccc3)nc2c1)c1ccc(Br)o1	0.1	-3	0	8	1	1	6.0	0.53	1.0
COc1ccc(/C=N/c2c(-c3ccco3)nc3ccccn23)cc1OC	1.7	-7	-8	i	5[fluorescence artefact?]	18	-0.1	-0.91	-12
CSCCC1(C(=O)O)NC(c2ccccc2O)C2C(=O)N(C(C)C)C(=O)C21 (stereo unspecified)	0.3	5	-20	1	2	1	1.0	0.25	0.7
COC(=O)Cn1cnc2sc(C)c(S(=O)(=O)N3CCN(c4ccccc4OC)CC3)c2c1=O	0.1	-4	-1	-28	1[fluorescence artefact?]	-12	1.5	-0.0075	-2.2
CSc1ccc(C(=O)C2CCCN(C(=O)c3cc4cc(F)ccc4[nH]3)C2)cc1 (stereo unspecified)	0.4	-3	-6	-36	-2	-9	-0.1	0.11	1.0
C=CCN(CC=C)CCCOc1ccc(C)cc1OC	-0.2	18	-6	-5	5	-8	-0.5	-1.3	-0.6
COCc1cc(=O)oc2cc(NS(=O)(=O)c3ccc(C)cc3)ccc12	-1.5	-16	-14	-323	2	7	0.4	0.036	0.3
Cc1ccc(OCCCN2C(=O)C(=O)c3cc(C)ccc32)cc1	0.0	-78	2	-6	2	-7	0.9	0.014	-0.7
Cc1ccc(S(=O)(=O)N2CCN(C(=O)CCC(=O)OCC(=O)Nc3cccc(C#N)c3)CC2)cc1	0.4	2	-8	2	3	8	0.0	0.36	-1.7
Cc1c(NC(=O)C(C)N2C(=O)NC3(CCC(C)CC3)C2=O)c(=O)n(-c2ccccc2)n1C (stereo unspecified)	-0.3	-22	-3	17	-2	-4	0.7	0.36	-0.8
CCC(C)NC(=O)/C=C/c1ccc(S(=O)(=O)NCc2ccco2)cc1 (stereo unspecified)	1.1	7	-8	-6	1	-2	2.7	1.2	0.9
CNC(=O)Nc1cc(C(F)(F)F)cc(C(F)(F)F)c1	-0.4	1	-10	-23	-1	-17	1.2	-0.062	0.2
COc1cccc(NC(=O)Cc2nnc(SCCOc3ccccc3)n2C)c1	-0.3	x	7	-34	-2	-1	0.6	-0.023	-1.3
O=C(COc1ccccc1Br)Nc1ccccc1C(F)(F)F	1.6	-8	-26	4	-2	-9	2.9	x	0.4
Cc1csc(NC(=O)CSc2ccc3nnc(-c4ccncc4)n3n2)n1	0.3	10	-5	-19	-3	0	1.9	-0.51	1.2
Cc1[nH]nc2c1C1(CCN(Cc3ccccc3)CC1)C(C#N)=C(N)O2	-0.2	-12	1	-5	1	17	0.1	-1.1	1.8
